Screens: PubChem BioAssay, Broad Institute
miR-122 sensor: miR-122 Renilla sensor signal increase in Huh7, primary screen, miR-122 inhibitor project, cell-based, single point, plate reader | Huh7 miR-122 Renilla luciferase sensor, 48 h; neutral wells = 0, positive control = 100 | 340,000 compounds, 0.3% hits | activation (reporter increase), % at 12.5 µM;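 active means mean replicate activation score at least 90 and every replicate individually at or above 90; inconclusive means only one of the two criteria met; inactive means neither criterion met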;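 further: higher luciferase means less miR-122 activity so hits act as miR-122 inhibitors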
CASP6 VEID inh: human caspase-6 inhibitors, primary screen, biochemical, VEID-R110 fluorescence, single point, set 2. AID 686996, 2013. inhibition, % at 12.5 µM. purified caspase-6, Z-VEID-R110 cleavage fluorescence. 350,000 compounds, 0.53% hits;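 active means mean inhibition across replicates at least about 35%, with every replicate also reaching that limit, limit read from the data; inconclusive means only one of the two criteria met; inactive means neither criterion met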;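 further: 0% = median of neutral control wells and 100% = no fluorescence left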
ERp5 inh: inhibitors of ERp5-driven insulin aggregation, primary screen, biochemical, turbidity, absorbance 650 nm, single point. Protein disulfide-isomerase A6 (Homo sapiens), Q15084. 90 min. inhibition, % at 9.99 µM. 350,000 compounds, 0.05% hits;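 active means mean replicate inhibition above about 25%, with every replicate also reaching it, limit read from the data, passing the limit was not always enough; inconclusive means only one of those two criteria met; inactive means neither criterion met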
SIRT5 block: SIRT5 desuccinylase inhibitors, primary screen, biochemical, fluorescence imaging, single point, set 5 | NAD-dependent protein deacylase sirtuin-5, mitochondrial (Homo sapiens), Q9NXA8 | Purified SirT5, succinyl-peptide AMC, trypsin-coupled fluorescence | inhibition, % at 15 µM | 330,000 compounds, 1.1% hits; in the data active means inhibition above about 15%; inconclusive means no clear call, values can overlap the other calls
ERAP1 HTS inh: human ERAP1 aminopeptidase inhibitors, primary screen, biochemical, single point, plate reader. Endoplasmic reticulum aminopeptidase 1 (Homo sapiens), Q9NZ08. recombinant ERAP1, Leu-AMC fluorescence, 60 min. inhibition, % at 10.7 µM. 340,000 compounds, 0.15% hits. AID 652197, 2013;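 active means mean replicate inhibition of at least 30%, or all replicates individually reaching that 30% level; inactive means mean below 30% and not every replicate reaching it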;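 further: 0% = neutral control wells and 100% = L-leucinethiol positive control wells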
Target sequence (Q9NZ08 whole entry, looked up): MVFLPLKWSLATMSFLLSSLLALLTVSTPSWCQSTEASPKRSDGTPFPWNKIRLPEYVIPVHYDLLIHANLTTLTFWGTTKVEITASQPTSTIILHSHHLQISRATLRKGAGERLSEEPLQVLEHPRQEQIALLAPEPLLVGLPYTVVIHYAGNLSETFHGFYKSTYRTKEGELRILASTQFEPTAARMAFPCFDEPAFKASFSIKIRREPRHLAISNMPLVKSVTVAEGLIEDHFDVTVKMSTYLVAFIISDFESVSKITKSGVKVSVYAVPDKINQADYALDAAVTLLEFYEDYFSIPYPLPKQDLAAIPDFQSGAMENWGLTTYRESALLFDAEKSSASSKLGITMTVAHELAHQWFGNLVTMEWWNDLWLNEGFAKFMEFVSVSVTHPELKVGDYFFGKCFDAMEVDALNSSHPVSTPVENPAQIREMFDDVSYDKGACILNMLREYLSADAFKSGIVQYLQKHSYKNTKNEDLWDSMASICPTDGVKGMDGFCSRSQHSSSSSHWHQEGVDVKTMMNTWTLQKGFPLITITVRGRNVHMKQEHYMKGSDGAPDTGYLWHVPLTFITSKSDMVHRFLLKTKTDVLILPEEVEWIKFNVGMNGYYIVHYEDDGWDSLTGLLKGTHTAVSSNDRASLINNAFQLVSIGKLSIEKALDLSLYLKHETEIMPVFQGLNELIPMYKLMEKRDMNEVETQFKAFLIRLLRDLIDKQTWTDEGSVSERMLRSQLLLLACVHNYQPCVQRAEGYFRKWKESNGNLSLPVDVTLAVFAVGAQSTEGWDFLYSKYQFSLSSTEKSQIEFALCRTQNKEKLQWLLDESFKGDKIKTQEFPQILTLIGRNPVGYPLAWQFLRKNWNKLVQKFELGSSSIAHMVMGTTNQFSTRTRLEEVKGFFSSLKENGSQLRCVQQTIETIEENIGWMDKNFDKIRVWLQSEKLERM
F508del corr: F508del CFTR correction, initial screen, CFBE line, single point; CFBE cells, YFP halide quenching; stimulated with forskolin plus potentiator P3; % fluorescence drop versus neutral controls; activity (quench increase), % at 7.58 µM; 350,000 compounds, 0.36% hits; AID 720511, 2013;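 active means mean added fluorescence quench of at least 8% versus neutral control, with both replicates also reaching 8%; inconclusive means only one of the mean or replicate conditions met; inactive means mean below 8% and not both replicates reaching 8%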;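 further: cells transiently co-express mutant CFTR-F508del with the halide-sensitive YFP; corrector assay measuring rescue of mutant channel to the surface after 24 h compound exposure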
DENV2 CPE rescue: inhibitors of DENV2 cytopathic effect, primary screen, cell-based, plate reader, single concentration | CPE inhibition, % at 9.99 µM | 350,000 compounds, 1.7% hits | DENV2-infected cells, cytopathic effect rescue; in the data active means CPE inhibition above about 20%, passing the limit was not always enough; inconclusive means no clear call, values can overlap the other calls; tested in BHK-21 cells;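 further: 0% = median of neutral control wells and 100% = median of positive control wells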
Active calls of the source: *; ? = inconclusive; . = no result given; & = joins results of further samples; [ ] = dose if it differs, or a comment.

SMILES	miR-122 sensor	CASP6 VEID inh	ERp5 inh	SIRT5 block	ERAP1 HTS inh	F508del corr	DENV2 CPE rescue
Cc1[nH]c2ccccc2c1C(=O)CN1CCN(c2ccc(Cl)cc2)CC1	.	3	5	0	0	2.9	-4
COc1ccc2c(c1)c(C(=O)CN1CCCCC1)c(C)n2C	-6	1	3	0	1	.	-6
Cc1noc(C)c1S(=O)(=O)Nc1ccc2c(c1)CC(=O)N([C@@H](C)CO)C[C@H](C)[C@H](CN(C)Cc1ccc(Cl)c(Cl)c1)O2	-1[16.7 µM]	-3	-2	14	-1	-0.4	14
O=C(Cc1ccccn1)NCC[C@H]1CC[C@H](NC(=O)CN2CCOCC2)[C@@H](CO)O1	.	-2	-3	6	-3	-0.9	1
O=C(N=Nc1c(O)[nH]c2ccccc12)c1cc(-c2cccs2)[nH]n1	-8	2	4	-4	0	-0.5	-2
COC(=O)c1cc(S(=O)(=O)NCc2ccc3c(c2)OCO3)c[nH]1	1	-1	-2	-2	-2	4.1	-3
NC(=O)COC(=O)c1ccc(Cl)c(S(=O)(=O)N2CCCCCC2)c1	1	-3	-2	-3	4	-0.4	-2
Cc1ncc(C(O)c2ccccc2)n1Cc1ccccc1 (configuration not stated)	-5	-4	-11	-3	1	-1.3	-4
Cc1cccc(C)c1N(CC(=O)N1CCOCC1)S(C)(=O)=O	1	0	1	-1	0	1.1	0
O=C(NCc1ccccc1Cl)NCc1ccccc1Cl	-2	1	3	-5	-1	-0.7	5
COc1ccc2c3c([nH]c2c1)[C@@H](CO)N(CC1CCOCC1)CC31CN(C(=O)C2CCOCC2)C1	.	8	3	-2	2	3.8	-4
CC(=O)NC(c1ccc(C)cc1)c1cc(Cl)c2cccnc2c1O (configuration not stated)	-31	0	-1	0	2	4.1	0

Reformatted with bars between the fields: entries from further up.
smiles | miR-122 sensor | CASP6 VEID inh | ERp5 inh | SIRT5 block | ERAP1 HTS inh | F508del corr | DENV2 CPE rescue
Cc1cccc(C)c1N(CC(=O)N1CCOCC1)S(C)(=O)=O | 1 | 0 | 1 | -1 | 0 | 1.1 | 0
O=C(NCc1ccccc1Cl)NCc1ccccc1Cl | -2 | 1 | 3 | -5 | -1 | -0.7 | 5
COc1ccc2c3c([nH]c2c1)[C@@H](CO)N(CC1CCOCC1)CC31CN(C(=O)C2CCOCC2)C1 | . | 8 | 3 | -2 | 2 | 3.8 | -4

(next part)
SMILES	miR-122 sensor	CASP6 VEID inh	ERp5 inh	SIRT5 block	ERAP1 HTS inh	F508del corr	DENV2 CPE rescue
COc1ccc2sc(-c3ccccc3OC)c(-c3ccc(OC)c(F)c3)c2c1	-10	5	1	.	-2	1.3	.
Cc1c(Br)c([N+](=O)[O-])nn1CC(=O)Nc1c(C)n(C)n(-c2ccccc2)c1=O	.	2	1	-3	3	-6.5	0
CCOc1ccc(N(Cc2cc3ccc(C)cc3[nH]c2=O)S(=O)(=O)c2ccccc2)cc1	37	2	.	1	1	4.1	5
COc1ccc(CN2[C@@H](CO)[C@@H]3c4ccccc4NC[C@@H]32)cc1	-14[16.7 µM]	3	1	-2	0	-0.8	66*
CCCCNC(=O)C(NC(=O)c1ccc(=O)[nH]c1)C(=O)c1ccccc1 (configuration not stated)	-4	-2	3	-8	-1	-4.2	?
O=[N+]([O-])c1ccccc1S(=O)(=O)Nc1cccnc1	-8	2	1	7	3	-4.4	-3
Cc1ccc(O)c(NC(=O)CSc2ccc(Cl)cc2)c1	-16	1	-1	-4	0	0.9	.
Cc1cc(NS(=O)(=O)c2ccc(NS(=O)(=O)c3ccc(CC(C)C)cc3)cc2)nc(C)n1	.	0	-2	-5	-17	0.9	-3
Cc1cccc(OCC(O)Cn2c(=N)n(Cc3ccccc3)c3ccccc32)c1 (configuration not stated)	-1	4	3	-1	-3	-0.2	-3
C[C@@H]1CCCCO[C@@H](CN(C)C(=O)c2ccccc2)[C@@H](C)CN([C@H](C)CO)C(=O)c2cc(NC(=O)Nc3ccc4c(c3)OCO4)ccc2O1	13[16.7 µM]	-1	0	-2	-7	3.0	20
O=C(COc1ccc(C(=S)N2CCC(Cc3ccccc3)CC2)cc1)N1CCOCC1	-2	6	0	.	-1	?	11
CO[C@@H]1CN(C)C(=O)c2cc(NS(=O)(=O)CC(F)(F)F)ccc2OC[C@H](C)N(Cc2nccs2)C[C@@H]1C	.	.	-1	2	.	-0.1	.
COCCN1C(=O)Cc2c1nc(N)c1c(N)nc(N3CCN(c4ccc(F)cc4)CC3)c(C#N)c21	-6	-3	3	-1	1	-1.0	1
COC(=O)C(Cc1ccccc1)P(=O)(c1ccccc1)c1ccccc1 (configuration not stated)	.	2	-5	4	0	.	4
C[C@H]1CN([C@@H](C)CO)S(=O)(=O)c2ccc(-c3cccc(C#N)c3)cc2O[C@@H]1CN(C)C(=O)Nc1ccccc1F	-4[16.7 µM]	3	0	0	3	-3.4	1
C[C@H]1CN([C@@H](C)CO)C(=O)c2cc(NC(=O)Cc3cn(C)c4ccccc34)ccc2O[C@@H]1CN(C)Cc1ccccc1	-10[16.7 µM]	1	1	-2	-2	0.7	-5
O=C(Nc1nnc(S(=O)(=O)N2CCCCCC2)s1)c1ccccc1Cl	-1	4	6	-1	-3	-1.8	-1
CC(C)C[C@@H](COCc1cccc(Cl)c1)N1CCN(C(=O)c2ccc(C(F)(F)F)cc2)CCC1=O	.	3	-3	9	.	2.5	-4
O=C(CP(=O)(c1ccccc1)c1ccccc1)Nc1nc2ccc(Cl)cc2s1	.	3	2	1	1	0.2	2
CC(C)(C)c1ccc(C(=O)N2[C@H](COCc3ccccc3)C=CS2(=O)=O)cc1	-4	0	2	20*	7	-2.0	0
CN1C(=O)c2cc(NC(=O)Nc3ccccc3Cl)ccc2OC[C@H]2O[C@@H](CC(=O)O)CC[C@H]21	17[16.7 µM]	.	.	.	.	2.4	2
CCCNC(=O)N1C[C@H](O)COC[C@@H]2O[C@@H](CC(=O)N[C@H]3CCN(Cc4ccccc4)C3)CC[C@H]21	-6[16.7 µM]	4	5	-2	2	0.7	1
CCC(=O)N[C@H]1C=C[C@H](CC(=O)NCC2CC2)O[C@@H]1CO	.	-1	11	-3	1	0.1	2
CCCOc1ccc(-c2csc(NC(=O)CN3C(=O)CCC3=O)n2)cc1	.	0	11	-1	11	.	2
O=C(Nc1ccc(Cl)c(Cl)c1)N[C@@H]1CC[C@H](CCNC(=O)c2ccc(F)cc2)O[C@@H]1CO	-4[16.7 µM]	-1	6	2	-1	-0.7	7
CN(Cc1ccccc1)C(=O)Cn1c(=O)c2cccn2c2cccnc21	0	9	0	-2	-2	1.4	-1
Cc1cc(C)c(N=Cc2c(O)c3ccccc3oc2=O)c(C)c1	0	0	-2	-1	-2	-0.1	-3
Cn1cc(S(=O)(=O)N2CCc3ccccc32)cc1C(=O)NC1CCCCC1	-10	-2	7	-2	3	-4.6	2
N=C1C(c2nc3ccccc3[nH]2)=C(O)CN1C1CCCCC1	.	-2	-4	-4	0	-2.5	1
CCCNC(=O)[C@@H]1[C@@H](CO)[C@@H]2Cn3c(ccc(-c4cccc(F)c4)c3=O)[C@H]1N2C(=O)CC	-3[16.7 µM]	2	6	-35	2	1.7	-6
CN(C)CCCNC(=O)[C@H]1[C@H](CO)[C@H]2Cn3c(ccc(-c4cccc(F)c4)c3=O)[C@@H]1N2C	-9[16.7 µM]	1	4	-9	-1	1.0	-5
Cc1nc(-c2ccc(Cl)cc2)sc1C1(C)CC(c2cccc(Cl)c2)=NO1 (configuration not stated)	-1	-1	0	.	0	1.5	?
CS(=O)(=O)Nc1ccc2c(c1)[C@@H]1C[C@H](CC(=O)NCc3ccccn3)O[C@@H](CO)[C@@H]1O2	4[16.7 µM]	-3	-1	-2	-1	-1.1	8
O=C1CSCC(=O)N1c1ncc(C(F)(F)F)cc1Cl	.	-2	3	1	0	0.6	-4
CC(C)OC(=O)COc1cc(O)c2c(=O)cc(-c3ccccc3)oc2c1	.	2	3	.	-2	-3.5	4
NC(=S)N=Nc1ccc(O)cc1	.	4	4	1	0	1.0	8
CC(C)c1ccccc1NC(=O)CN1C(=O)c2ccccc2C1=O	-2	-1	5	2	-1	1.3	5
C#Cc1ccc([C@H]2C=C(C(=O)N3CCOCC3)O[C@@H](OCc3ccc(CO)cc3)C2)cc1	.	-1&-1	1&3	4	-1&1	-0.5&0.8	-4&14
O=C(OCC(=O)N1CCN(c2ccccc2)CC1)c1ncc(Cl)c(Cl)c1Cl	.	0	3	0	-3	-1.5	-6
COc1ccc(CN(C)c2ccc(S(=O)(=O)N3CCN(C)CC3)cc2[N+](=O)[O-])cc1OC	-7	0	4	11	3	3.1	-8
CCN(Cc1ccccc1)C(=O)c1cc2c(OC)c(OC)c(OC)cc2[nH]1	13	1	2	0	1	1.7	-1
C[C@@H]1CCCCO[C@H](CN(C)Cc2ccc(C(=O)O)cc2)[C@H](C)CN([C@H](C)CO)C(=O)c2cc(NC(=O)c3ccccc3)ccc2O1	-7[16.7 µM]	-1	-3	8	-1	0.4	16
C[C@H](CO)N1C[C@H](C)[C@H](CN(C)S(=O)(=O)c2cn(C)cn2)Oc2ccc(NS(=O)(=O)c3ccccc3)cc2C1=O	23[16.7 µM]	2	15	-7	-2	3.6	1
O=C(NOCc1ccccc1)c1ccc(Cl)cc1Cl	3	1	-2	-8	3	1.7	-2
Cc1ccccc1-c1nc(S(=O)(=O)c2ccc(Br)cc2)c(NCc2cccnc2)o1	48	5	4	-1	0	-2.1	0
CCN(CC)S(=O)(=O)c1ccc(C)c(NC(=S)N2CCN(C/C=C/c3ccccc3)CC2)c1	.	-4	-5	-4	-2	2.6	-4
COc1cc2c(cc1CNC[C@H]1O[C@@H](n3cnc(C(N)=O)n3)[C@H](O)[C@@H]1O)OCO2	-9	1	-2	-3	0	-0.7	3
COC(=O)c1nc(NC(=O)c2ccc(F)cc2)n[nH]1	.	7	1	2	6	-2.3	-2
CCOc1cccc(-c2c(C(=O)N/N=C(\C)c3cccnc3)nnn2-c2nonc2N)c1	1	13	5	-6	6	-2.5	6
C[C@H](CO)N1C[C@H](C)[C@H](CN(C)Cc2ccc(C(=O)O)cc2)Oc2ncc(C#CCN(C)C)cc2C1=O	-2[16.7 µM]	1	1	1	2	.	-5
CCOP(=O)(c1ccc(N(C)C)cc1)C(O)c1ccc(C)cc1 (configuration not stated)	.	3	1	0	1	-1.1	-4

In the list so far, three contain a nitro group on carbon:
SMILES	miR-122 sensor	CASP6 VEID inh	ERp5 inh	SIRT5 block	ERAP1 HTS inh	F508del corr	DENV2 CPE rescue
Cc1c(Br)c([N+](=O)[O-])nn1CC(=O)Nc1c(C)n(C)n(-c2ccccc2)c1=O	.	2	1	-3	3	-6.5	0
O=[N+]([O-])c1ccccc1S(=O)(=O)Nc1cccnc1	-8	2	1	7	3	-4.4	-3
COc1ccc(CN(C)c2ccc(S(=O)(=O)N3CCN(C)CC3)cc2[N+](=O)[O-])cc1OC	-7	0	4	11	3	3.1	-8

In the list so far, 3 contain a CF3 group.
SMILES	miR-122 sensor	CASP6 VEID inh	ERp5 inh	SIRT5 block	ERAP1 HTS inh	F508del corr	DENV2 CPE rescue
CO[C@@H]1CN(C)C(=O)c2cc(NS(=O)(=O)CC(F)(F)F)ccc2OC[C@H](C)N(Cc2nccs2)C[C@@H]1C	.	.	-1	2	.	-0.1	.
CC(C)C[C@@H](COCc1cccc(Cl)c1)N1CCN(C(=O)c2ccc(C(F)(F)F)cc2)CCC1=O	.	3	-3	9	.	2.5	-4
O=C1CSCC(=O)N1c1ncc(C(F)(F)F)cc1Cl	.	-2	3	1	0	0.6	-4
